HRP interference – HRP/luminol detection interference without ALR, dose response, artefact control for ALR inhibitor project, biochemical, luminescence, no ALR or DTT | 15% of 2,500 active | HRP/H2O2 luminol luminescence counterscreen, no ALR | AC50 in µM for hits, for the others activity change, negative = inhibition, % at the top dose, mostly 10 µM;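 active = signal-lowering compounds whose fitted half-maximal concentration AC50 is no higher than ten times their top tested concentration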;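 also: 0% = median of neutral control wells and -100% = median of quercitin 100 µM wells; many of its hits are not listed in these tables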
* marks the source's active call; other numbers are inactive results.

The first six compounds as a preview:
Molecule,HRP interference
O=C(C1CC1)N1CCN=C1SCc1cccc(F)c1,0.2%
O=C(CC(Nc1ccccc1Cl)C(=O)O)c1ccccc1 (centres undefined),1.9%
Cc1cc2n(n1)C(c1ccccc1)Nc1ccccc1-2 (centres undefined),-12%
Cc1ccc(NC2CCCN(C(=O)c3ccnc(Cl)c3)C2)cc1C (centres undefined),-6.2%
CC1CN(C2CCCCC2)c2nc3c(c(=O)[nH]c(=O)n3C)n2C1 (centres undefined),-1.3%
COc1ccccc1NC(=O)Nc1ncccc1C,-3.9%

The list itself, previewed entries included:
Molecule,HRP interference
O=C(C1CC1)N1CCN=C1SCc1cccc(F)c1,0.2%
O=C(CC(Nc1ccccc1Cl)C(=O)O)c1ccccc1 (centres undefined),1.9%
Cc1cc2n(n1)C(c1ccccc1)Nc1ccccc1-2 (centres undefined),-12%
Cc1ccc(NC2CCCN(C(=O)c3ccnc(Cl)c3)C2)cc1C (centres undefined),-6.2%
CC1CN(C2CCCCC2)c2nc3c(c(=O)[nH]c(=O)n3C)n2C1 (centres undefined),-1.3%
COc1ccccc1NC(=O)Nc1ncccc1C,-3.9%
COc1cc(/C=N/NC(=O)c2cccc(S(=O)(=O)N3CCCC3)c2)ccc1O,-11%
O=C1CC(N2CCc3ccccc32)C(=O)N1c1ccccc1 (centres undefined),1.4%
COc1cc(/C=C2\CCCc3c2nc2ccccc2c3C(=O)O)cc(Br)c1O,-1.9%
O=C(NCCN1CCN(c2ccccc2)CC1)c1cccc(Cl)c1,-0.6%
COc1ccc(N2CCN(C(CNC(=O)C(C)C)c3ccc4c(c3)OCO4)CC2)cc1 (centres undefined),-0.7%
Cc1cc(/C=C2\C(=N)N3N=CSC3=NC2=O)c(C)n1Cc1ccccc1,-6.6%
COC(=O)Cc1ccc(O)c(N)c1,-2.6%
CN(C)S(=O)(=O)c1ccc(C(=O)N2CCN=C2SCc2cccnc2)cc1,0.2%
CN(C)/N=C/c1ccc(OC(=O)c2cccc([N+](=O)[O-])c2)cc1,-1.0%
Cc1ccc(-c2csc(CC(N)=O)n2)cc1,-0.3%
COc1ccc(C(=O)N/N=C(/C)c2ccc(N3CCCCC3)cc2)cc1,0.2%
COc1cc(/C(C)=N/NC(=O)Cc2c(C)[nH][nH]c2=O)ccc1O,5.7µM*
CCN(CC)CC(=O)Nc1ccc2c(c1)Nc1ccccc1CC2,-9.3%
Cc1ccc(N=Nc2c(N)[nH]n3c(=O)cc(C)nc23)cc1,-5.1%

Individual results from the list:
Entry of COC(=O)Cc1ccc(O)c(N)c1 in HRP interference: -2.6%
Entry of O=C1CC(N2CCc3ccccc32)C(=O)N1c1ccccc1 (centres undefined) in HRP interference: 1.4%
Entry of CCN(CC)CC(=O)Nc1ccc2c(c1)Nc1ccccc1CC2 in HRP interference: -9.3%
Entry of COc1cc(/C=C2\CCCc3c2nc2ccccc2c3C(=O)O)cc(Br)c1O in HRP interference: -1.9%
Entry of Cc1ccc(N=Nc2c(N)[nH]n3c(=O)cc(C)nc23)cc1 in HRP interference: -5.1%

Carrying on:
Molecule,HRP interference
O=C(c1ccc(CS(=O)Cc2ccc(Cl)cc2)o1)N1CCN(c2ccccc2)CC1 (centres undefined),-3.6%
COc1ccccc1-n1cnc2cc(NCc3ccccc3O)ccc21,-1.0%
O=c1oc2cc(Br)ccc2n1CSC1=NCCS1,-0.6%
Cc1ccc(NC2c3ncccc3C(=O)N2Cc2ccc(F)cc2)cc1 (centres undefined),-0.2%
CN(C)c1ccc(/C=N/NS(=O)(=O)c2ccc(Br)cc2)cc1,-6.9%
COc1cc(N)c(Cc2nccc3cc(OC)c(OC)cc23)cc1OC,-0.8%
Fc1ccc(CSc2nnc(-c3cnccn3)n2Cc2ccco2)cc1,-7.1%
CC/C(=N\NC(=O)CCC(=O)NCc1ccccc1)c1ccc(O)cc1,-10%
COc1cc(/C=N/Nc2ccc(Cl)c(C(=O)O)c2)ccc1OC(=O)c1ccccc1F,-9.6%
Cc1cccc(-n2c(-c3ccoc3C)n[nH]c2=S)c1,-12%
O=c1[nH]c(/C=C\c2cccc(F)c2)nc(O)c1[N+](=O)[O-],-1.3%
COCc1nnc(NC(=O)c2ccc(S(=O)(=O)N3CCCc4ccccc43)cc2)o1,-0.5%
S=c1[nH]nc(-c2ccncc2)n1Cc1ccco1,-1.0%
Cc1cc(C(=O)Nc2nc3c(C)cccc3s2)c(C)o1,-5.6%
COc1ccc(NC2CCCN(C(=O)CCN3CCCC3=O)C2)cc1 (centres undefined),-13%
CC1C(=O)NN=C1C(=O)N/N=C\c1ccc(O)cc1O (centres undefined),8.8µM*
Cn1c(=S)[nH]c2cccnc21,6.9%
CC(/C=C1\SC(=O)N(CCCC(=O)O)C1=O)=C\c1ccccc1,-4.0%
CNS(=O)(=O)c1cnccc1N1CCN(c2cccc(C)c2)CC1,1.2%
CCN1CCSc2ccc(C(=O)NCc3cccc(F)c3)cc21,0.2%
CCN(CC)c1ccc(/C=N\NC(N)=O)cc1,-3.7%

Quoted at random: two records from the list
Molecule,HRP interference
Cn1c(=S)[nH]c2cccnc21,6.9%
CNS(=O)(=O)c1cnccc1N1CCN(c2cccc(C)c2)CC1,1.2%

Compounds listed so far that have a nitro group on carbon:
Molecule,HRP interference
CN(C)/N=C/c1ccc(OC(=O)c2cccc([N+](=O)[O-])c2)cc1,-1.0%
O=c1[nH]c(/C=C\c2cccc(F)c2)nc(O)c1[N+](=O)[O-],-1.3%

Some of the compounds tested, so the mix of outcomes need not match the whole.
